Pf Dd2 growth = qHTS Primary assay for Inhibitors of Plasmodium falciparum Dd2 growth in vitro; P. falciparum Dd2 growth, SYBR Green, 72 h; Potency, µM (series often up to 28.9 µM), inactives show top-dose activity, negative = inhibition, hits mostly inhibitors; actives 4.3% (n = 120,000); AID 1347417, 2020; active means well fitted inhibition curve with a large enough effect; inconclusive means small, poorly fitted or top-dose-only effect; inactive means no such curve, though single readings can be large or run the other way;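 further: plate controls were DMSO vehicle for no effect and reference drug for full effect; nearly all actives have a fitted effect of over 65% in size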
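Readout: SYBR Green fluorescence, 485 nm excitation, 535 nm emission, after ~16 h lysis at 37C. Before that, Dd2-infected red cells (2.5% hematocrit) grew 72 h with compound, 29 uM top final concentration.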
Starred values were filed as active, the others as inactive; i = inactive; ? = inconclusive; [ ] = another dose, or the depositor's remark. Potency means the concentration at half of the fitted maximal effect.

#	Structure	Pf Dd2 growth
1	COCCNC(=O)[C@@H]1CCC[C@@H](NC(=O)C(C)(C)C)CN(C)C(=O)C1	-8%[44.1 µM]
2	Cc1nnc(NC2CC(c3cc(=O)[nH]c(C4CC4)n3)C2)c2ccccc12 (stereo unspecified)	?
3	Cc1ccc(NS(=O)(=O)c2cc3[nH]c(=O)c(=O)[nH]c3cc2C)cc1Cl	i
4	COc1ccc2c(C)c(C(=O)N3CCCCC3c3cc(C)on3)oc2c1 (stereo unspecified)	?
5	O=C(NCc1ccccc1Cl)C1CCN(C(=O)c2ncn3c2COC(c2ccc(F)cc2)C3)CC1 (stereo unspecified)	0%
6	COc1cccc(C(=O)Nc2c(C(=O)NC(C)(C)C)oc3ccccc23)c1	?
7	CCCc1noc(-c2cn(C3CCN(C(=O)c4ccc(F)c(F)c4)CC3)nn2)n1	?
8	c1nc2c([nH]1)CN(Cc1ccc(OCCCN3CCOCC3)cc1)CC2	10%
9	O=C(Nc1ccc([C@@H](O)[C@H]2COCC(=O)N2Cc2ccccn2)cc1)C1CC1	-8%[44.1 µM]
10	O=C1COc2ccc(-c3cccc(O)c3)nc2CN1Cc1ccc(C(F)(F)F)cc1	?
11	OC1(CNCc2csc3ccc(Cl)cc23)CNCCOC1 (stereo unspecified)	?
12	CS(=O)(=O)N1CCC(c2nccn2Cc2ccncc2)CC1	18%
13	Cn1c(=O)n([C@H]2CCCN(C(=O)C3CC3)C2)c2ncccc21	-5%
14	O=C(Cc1ccsc1)NC1CCCN(c2cc(-c3ccc(F)cc3)[nH]n2)C1 (stereo unspecified)	i
15	CCCCNC(=O)CCN(CCCOC)C(=O)c1ccoc1	5%
16	Cc1ccccc1NC(=O)Cn1c(=O)n(CCCCC(=O)NCc2ccccc2Cl)c(=O)c2ccccc21	?
17	CN(CCCN1CCOCC1)Cc1nc(-c2cccs2)no1	-23%
18	CCC(=O)Nc1nnc(S(=O)(=O)N2c3ccccc3CC2C)s1 (stereo unspecified)	32%[activator]
19	COc1ccc(-c2noc(-c3ccc(NCc4ccco4)c([N+](=O)[O-])c3)n2)cc1OC	-11%
20	CC(C)c1noc(CC2CCN(C(=O)Cc3ccsc3)CC2)n1	78%[activator]
21	Cc1cc(C)c(Cn2c(C)c(CNCCCc3ccccc3)c(C(=O)O)c2C)c(C)c1	?
22	Cc1ccc(Cn2c(SCC(=O)NCc3ccccc3)nc3ccsc3c2=O)cc1	i
23	CCN(CC)Cc1nnc2cc(-c3nc(-c4ccccc4)no3)ccn12	-4%
24	CN1CC(=O)N(c2ccccc2F)Cc2c(NCc3ccc4c(c3)OCO4)ncnc21	-2%
25	CCN(CC)Cc1nc(C2(O)CCN(C(=O)CCc3ccccc3)CC2)cs1	?
26	CC(=O)N1C[C@@H]2CCCN3CCC[C@@H]([C@H]23)[C@H]1CCCC(=O)Nc1ccccc1	?
27	CCOC(=O)c1sc2ncn(CC(=O)Nc3cccc(C)c3)c(=O)c2c1C	-22%
28	O=C(NCCc1ccccc1)C1c2ccccc2C(=O)N(Cc2ccccc2)C12CCCC2 (stereo unspecified)	i
29	CC(=O)N1CCCC1c1nc(C2CN(S(=O)(=O)c3cccnc3)C2)no1 (stereo unspecified)	-21%
30	COc1ccc(Cn2c(CCC(=O)Nc3ccc(Br)c(C)c3)nc3cccnc32)cc1	-18%
31	COc1ccc(OC2CN([S+](=O)([O-])c3ccccc3)C2)cc1	i
32	CN(C)c1ncc2c(n1)C(C)(C(=O)NCc1cccc(F)c1)CCC2 (stereo unspecified)	-20%[44.1 µM]
33	COc1ccc(NC(=O)CC2CCCCN(C)C2=O)cc1C(F)(F)F (stereo unspecified)	i
34	Cc1cc(C)c2c(=O)cc(CSc3nnc(COc4ccccc4C)n3C)[nH]c2c1	19%
35	O=C(c1c[nH]c2ccccc12)N1CCC2(COc3ccncc3S(=O)(=O)N2)C1 (stereo unspecified)	13%
36	Cc1ccc(-n2nc3ccc(NC(=O)c4oc5ccccc5c4C)cc3n2)cc1	-6%
37	COCCN(C)C[C@@H]1CN(C(=O)c2ccc3c(c2)CCC3)C[C@@H]1CO	-15%
38	CC(C)N1C(=O)CO[C@H]2CCN(Cc3ccncc3Cl)CC[C@@H]21	19%[44.1 µM]
39	Cc1ccc(-n2nc(C)c(C(=O)O)c2-n2cccc2)cc1	3%
40	COCCC(=O)N1CCNc2cnc(Nc3cccc(C(F)(F)F)c3)nc2C1	0%[44.1 µM]

By substructure, the compounds so far containing an aryl methoxy group
#	Structure	Pf Dd2 growth
4	COc1ccc2c(C)c(C(=O)N3CCCCC3c3cc(C)on3)oc2c1 (stereo unspecified)	?
6	COc1cccc(C(=O)Nc2c(C(=O)NC(C)(C)C)oc3ccccc23)c1	?
19	COc1ccc(-c2noc(-c3ccc(NCc4ccco4)c([N+](=O)[O-])c3)n2)cc1OC	-11%
30	COc1ccc(Cn2c(CCC(=O)Nc3ccc(Br)c(C)c3)nc3cccnc32)cc1	-18%
31	COc1ccc(OC2CN([S+](=O)([O-])c3ccccc3)C2)cc1	i
33	COc1ccc(NC(=O)CC2CCCCN(C)C2=O)cc1C(F)(F)F (stereo unspecified)	i

Carrying on.
#	Structure	Pf Dd2 growth
41	Cc1cccc(NC(=O)CN2C(=O)NC3(CCCCC3)C2=O)c1	46%[activator]
42	O=C(NCC1CN(Cc2cccc(O)c2)CC12CN(c1ccccc1)C2)c1ccccc1 (stereo unspecified)	-1%[44.1 µM]
43	CCc1nc2cccnc2n1-c1ccc(CC(=O)Nc2ccc(C)cc2)cc1	4%
44	CCn1nccc1C(=O)NC1CCN(c2cc(-c3ccccc3)[nH]n2)CC1	?
45	COc1ccccc1C(=O)Nc1ccc(OCc2cc(=O)n3cccc(C)c3n2)cc1	14%
46	CN(C)c1nc(-c2ccncc2)nc2c1CCN(C(=O)c1cc(=O)[nH]c(=O)[nH]1)C2	-10%
47	O=S(=O)(c1cc(F)ccc1F)N1CCCC1c1nncn1Cc1ccncc1 (stereo unspecified)	-4%
48	Cc1c(Cl)cccc1NC(=O)CSc1nc(=O)[nH]c2c1CCC2	i
49	COCCN1CCC2(CCC1=O)CCN(C(=O)Nc1ccc(C(=O)OC)cc1)CC2	?
50	Cc1cc(N2CCN(C)CC2)nc2ccc(NC(=O)Nc3ccc(F)cc3F)cc12	?
51	Cn1c(=O)c2c(nc(SCC(=O)Nc3ccc(F)c(F)c3)n2Cc2ccccc2F)n(C)c1=O	-12%
52	Cc1cc2oc(C(=O)N(Cc3ccco3)Cc3ccccc3Cl)c(C)c2cc1C	?
53	CCOC(=O)c1cccc(NC(=O)CSc2cc(=O)n(C)c3ccccc23)c1	?
54	CC(C)(C)c1ccc(OCc2cc(=O)n3c4c(sc3n2)CCCC4)cc1	20%
55	CCN(CC)S(=O)(=O)c1ccc2c(c1)c(=O)c(C(=O)NCCc1ccc(OC)c(OC)c1)cn2C	-21%
56	CC(=O)N1CCc2cc(CNS(=O)(=O)c3ccccc3C(F)(F)F)ccc21	15%
57	O=C(NCCC1=CCCCC1)c1cc2n(n1)CC(c1ccc(Cl)cc1)OC2 (stereo unspecified)	-25%
58	N[C@@H](Cc1cnc[nH]1)C(=O)NCc1cccnc1Oc1ccc(F)cc1F	-22%
59	Cc1ccc(S(=O)(=O)c2cn(C)c3cc(N4CCCC(C)C4)c(F)cc3c2=O)c(C)c1 (stereo unspecified)	?
60	Nc1c(C(=O)Nc2ccccc2Cl)c2ccccn2c1C(=O)c1ccc(Cl)cc1	46%[activator]
61	COc1ccc(OC2CCN(C(C)=O)CC2)c(C(=O)NCc2csc(C(C)C)n2)c1	-17%
62	O=C(NCc1nc2ccccc2[nH]1)C1CC(=O)N(c2n[nH]c3ccccc23)C1 (stereo unspecified)	-23%
63	O=C1N2CCCC2CN1C1CCN([S+](=O)([O-])c2cccc(C(F)(F)F)c2)CC1 (stereo unspecified)	-24%
64	COc1ccc(-c2cn(C)c(=O)n3cc(COc4ccnn4C)nc23)cc1OC	i
65	COc1ccc(CCN2C(=O)O[C@@H]3CN(S(=O)(=O)N4CCCCC4)C[C@@H]32)cc1	-1%
66	Cc1cc(C)c2c(=O)cc(C(=O)Nc3sc4c(c3C(=O)NCC3CCCO3)CCCC4)oc2c1 (stereo unspecified)	29%
67	COc1ccc(CCc2nc3nccc(-c4ccc(F)cc4OC)n3n2)cc1	-22%
68	C[C@H](C(=O)NCCN1CCOCC1)C1CC[C@@]2(C)Cc3sc(NC(=O)CC(C)(C)C)nc3[C@@H](C)[C@@H]2[C@H]1O (stereo partly specified)	-9%
69	Cc1cccc(NC(=O)c2ccc3oc(=O)c(S(=O)(=O)c4ccc(F)cc4)cc3c2)c1C	59%
70	CC(C)c1ccc(CN2C[C@H]3[C@H](C2)[S+](=O)([O-])C(C)(C)C(=O)N3Cc2ccccc2)cc1	i
71	COc1ccc(CCNC(=O)C(=O)NCC(c2ccc3c(c2)OCO3)N2CCOCC2)cc1 (stereo unspecified)	?
72	CCOc1ccc(S(=O)(=O)c2cn(C)c3ccccc3c2=O)cc1	0%
73	COC(=O)c1ccccc1NC(=O)Cn1c(=O)n(CCC(=O)NCc2ccccc2OC)c(=O)c2ccccc21	20%
74	CCNC(=O)N1CCCC(Cn2c(C3CC3)nc3cccnc32)C1 (stereo unspecified)	-17%
75	COCCOC1CN(C2CCN(C(=O)c3ccc(C#N)cc3)CC2)C12CCCCC2 (stereo unspecified)	i
76	CN(CC1CCN(CCc2cccc(F)c2)CC1)C(=O)[C@@H](N)Cc1cnc[nH]1	-1%
77	COc1ccccc1C(=O)N1CCCc2nc(C)nc(-c3ccc(O)cc3)c2C1	-18%
78	O=C1CCCCC(CNC(=O)c2ccc(F)cc2)N1 (stereo unspecified)	20%
79	O=C(NC1CCN(Cc2ccccc2)CC1)c1cccc2c1CCN2C(=O)c1ccccc1	?
80	COc1cc2ccccc2cc1C(=O)Nc1ccc(Cl)c(-c2nc3ccccc3o2)c1	-16%

Exported as labelled records: part of the list above
56. CC(=O)N1CCc2cc(CNS(=O)(=O)c3ccccc3C(F)(F)F)ccc21
  Pf Dd2 growth: 15%

7. CCCc1noc(-c2cn(C3CCN(C(=O)c4ccc(F)c(F)c4)CC3)nn2)n1
  Pf Dd2 growth: ?

4. COc1ccc2c(C)c(C(=O)N3CCCCC3c3cc(C)on3)oc2c1 (stereo unspecified)
  Pf Dd2 growth: ?

28. O=C(NCCc1ccccc1)C1c2ccccc2C(=O)N(Cc2ccccc2)C12CCCC2 (stereo unspecified)
  Pf Dd2 growth: i

Later entries.
#	Structure	Pf Dd2 growth
81	O=C(c1cc2ccc3cccnc3c2[nH]1)N1CCN(c2ccc(Cl)cc2)CC1	-22%
82	CCOc1ccc(-c2cc3nc(C4CCN(C(=O)OC(C)(C)C)CC4)c(C(=O)Nc4cccc(CC)c4)cn3n2)cc1	7.9µM*
83	C[S+](=O)([O-])c1cccc(-c2ncc3c(n2)OCCN(Cc2ccc(F)cc2F)C3=O)c1	-9%
84	CC(C)CC(=O)N1CC(c2nnc(C(C)C)o2)C2(CCOCC2)C1 (stereo unspecified)	6%
85	COc1ccc(S(=O)(=O)N2CCN(C(=O)c3csc(C)n3)CC2)cc1	-16%
86	O=C(c1ccc(F)c(Cl)c1)N1CCC2(CC1)CN(c1ccccc1)C2=O	-24%
87	COc1ccc(-c2cc3c(=O)n(CCNC(=O)c4ccc(C)s4)ccn3n2)cc1	?
88	O=C(CC1=CCCCC1)N1CCC(C2CCNC2)CC1 (stereo unspecified)	2%
89	COc1cc(OC)cc(-c2nc3nc(C)c(CCC(=O)Nc4ccccc4)c(C)n3n2)c1	?
90	COCCCn1c(=O)[nH]c2cccnc21	-11%[44.1 µM]
91	O=C(O)c1c2c(nc3ccc(S(=O)(=O)N4CCC(C(=O)NCc5ccc(Cl)cc5)CC4)cc13)CCCC2	i
92	O=C(C1CC1)N1CCC(n2cc(-c3nc(-c4ccccc4)no3)nn2)CC1	i
93	Cc1nc2sc(C(=O)N(C)c3ccccc3)c(NC(=O)c3ccccc3Cl)c2c(C)c1C	9%
94	CCC(C(=O)NC1CCN(c2cnn(CC)c(=O)c2)CC1)c1ccccc1 (stereo unspecified)	1%
95	O=C1CO[C@H]2CN(C3CCOCC3)C[C@H]2N1c1ccccc1	-6%[44.1 µM]
96	CCc1ccccc1OCC(=O)c1ccc2c(c1)N(CCCC(=O)NCCOC)C(=O)CO2	?
97	Cn1nc(C(=O)N2CCN(c3ccccc3F)CC2)c2c1-c1ccccc1SC2	15%
98	CC(=O)Nc1cccc(-c2nc(-c3c(C)noc3C)cc3c2cc(-c2ccccc2)n3C)c1	?
99	O=C(CS(=O)(=O)c1nc(-c2ccc(Cl)cc2)cn1-c1ccccc1)Nc1ccc(F)cc1F	-1%
100	CC(C)C(=O)N1CCC2(CC1)OC(=O)N(Cc1ccccc1)C2(C)c1cccnc1 (stereo unspecified)	i
101	CC(C)NC(=O)C1(C)CN(Cc2ccccc2)Cc2ccc(N3CCOCC3)nc21 (stereo unspecified)	-12%[44.1 µM]
102	COCC(=O)N1CC[C@@H]2[C@H]1C(=O)N(c1ccc(OC)cc1)C(=O)N2Cc1ccccc1	-5%[44.1 µM]
103	CC(=O)Nc1cccc(C(=O)NCc2ccc3c(c2)CCN3C(C)=O)c1	22%
104	CC(=O)N1CCC2(CC1)CC(CC(=O)O)CCO2 (stereo unspecified)	11%
105	FC(F)(F)c1ccc2nc([C@H]3CCN(Cc4ncc[nH]4)C3)[nH]c2c1	i
106	CN1CCC([C@@H]2CN(C(=O)c3ccc4[nH]ccc4c3)C[C@H]2C(N)=O)CC1	11%
107	O=C(NCc1ccncc1)c1nc(-c2cccnc2)c2cnccn12	-1%
108	O=C1NC2(CCN(Cc3ccc(C(F)(F)F)cc3)CC2)COc2ccccc21	?

Assay outcomes: PubChem BioAssay, National Center for Advancing Translational Sciences (NCATS)

These rows are one share of the data; rates above refer to the full screens.
